Bioassay records as filed in PubChem.
Cl transport mod – modulators of human KCC2 chloride dependent transport. Q9H2X9. KCC2 cells, thallium flux FluoZin-2 fluorescence. B-score of Tl+ flux slope (higher = more flux/activation; lower = inhibition) at 10 µM. hit rate 2.2% among 190,000;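 active means thallium flux slope and its plate-corrected score both differing from the plate sample mean at a set confidence after two filtering rounds, in either direction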;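 further: slope of fluorescence scaled to starting intensity during 10 to 20 s after thallium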
EBV gp42 inh – blocks Epstein-Barr virus glycoprotein 42 binding; inhibition, % (tested at 21.74 µM); Fluorescence polarization binding assay, mP read-out; AID 1085; hit rate 0.42% among 220,000; Q1HVG2; in the data active means inhibition above about 50%
Furin inh – human furin inhibition; P09958; hit rate 0.061% among 220,000; inhibition, % at 30 µM; purified furin, fluorogenic substrate cleavage; AID 463115; in the data active means inhibition above about 25%; further: inactives centre near -15
p47phox inh – p47phox (human) inhibition. inhibition, % at 24.7 µM. hit rate 0.53% among 220,000. p47phox/p22phox peptide binding, fluorescence polarization, 2 h. P14598. AID 1274;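 further: 0% = p47phox with labelled peptide and 100% = labelled peptide alone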
Rad51 HR inh – Rad51 (human) homologous recombination inhibition; Q06609; hRad51 DNA strand exchange, fluorescence dequenching; inhibition, % at 10 µM; hit rate 0.085% among 200,000;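 active means inhibition above 40% at the single screening dose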;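 further: 0% = DMSO control wells and 100% = blanks with heterologous ssDNA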
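Test system: preformed human Rad51 ssDNA filaments; also added: Donor/quencher-labelled 47-bp dsDNA substrate; doses: 10 µM final, single point; times: 37 °C 15-min filament assembly, 30-min compound preincubation, 15-min exchange; detection: FRET fluorescence dequenching, excitation 485 nm, emission 520 nm; read-out basis: Fluorescence-based percent inhibition, control- and blank-normalised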
KLK5 inh – inhibitors of human kallikrein 5. Q9Y337. recombinant hK5, fluorogenic AMC substrate cleavage. inhibition, % at 5 µM. hit rate 0.59% among 210,000. AID 873;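 active means inhibition of 40% or more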;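 further: 0% = enzyme controls without compound and 100% = no-enzyme blanks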
14-3-3 Bad inh – disrupts binding of bovine 14-3-3 zeta to phospho-Bad peptide. TR-FRET 14-3-3zeta/Dy647-pBad peptide displacement, 1 h. inhibition, % at 21.7 µM. hit rate 0.71% among 220,000;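 active means inhibition above about 70%, limit read from the data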;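 further: 0% = full 14-3-3 plus peptide FRET controls and 100% = background without 14-3-3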
eIF4E 4G PPI – blocks eIF4E binding to eIF4G; inhibition, % at 21.7 µM; TR-FRET eIF4E-eIF4GI(517-606) binding, 2 h; P63073+Q04637; AID 782; hit rate 0.37% among 220,000;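 further: 0% = full FRET control wells and 100% = background wells lacking eIF4GI fragment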
Target sequence (P63073 whole entry, looked up, the tested form may be a part): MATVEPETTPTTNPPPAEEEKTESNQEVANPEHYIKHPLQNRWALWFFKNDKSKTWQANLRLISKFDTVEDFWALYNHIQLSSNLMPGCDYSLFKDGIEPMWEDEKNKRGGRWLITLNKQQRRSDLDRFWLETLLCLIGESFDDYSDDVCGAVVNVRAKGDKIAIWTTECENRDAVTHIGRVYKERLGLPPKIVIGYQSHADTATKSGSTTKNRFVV
Target sequence (Q04637 whole entry, looked up, the tested form may be a part): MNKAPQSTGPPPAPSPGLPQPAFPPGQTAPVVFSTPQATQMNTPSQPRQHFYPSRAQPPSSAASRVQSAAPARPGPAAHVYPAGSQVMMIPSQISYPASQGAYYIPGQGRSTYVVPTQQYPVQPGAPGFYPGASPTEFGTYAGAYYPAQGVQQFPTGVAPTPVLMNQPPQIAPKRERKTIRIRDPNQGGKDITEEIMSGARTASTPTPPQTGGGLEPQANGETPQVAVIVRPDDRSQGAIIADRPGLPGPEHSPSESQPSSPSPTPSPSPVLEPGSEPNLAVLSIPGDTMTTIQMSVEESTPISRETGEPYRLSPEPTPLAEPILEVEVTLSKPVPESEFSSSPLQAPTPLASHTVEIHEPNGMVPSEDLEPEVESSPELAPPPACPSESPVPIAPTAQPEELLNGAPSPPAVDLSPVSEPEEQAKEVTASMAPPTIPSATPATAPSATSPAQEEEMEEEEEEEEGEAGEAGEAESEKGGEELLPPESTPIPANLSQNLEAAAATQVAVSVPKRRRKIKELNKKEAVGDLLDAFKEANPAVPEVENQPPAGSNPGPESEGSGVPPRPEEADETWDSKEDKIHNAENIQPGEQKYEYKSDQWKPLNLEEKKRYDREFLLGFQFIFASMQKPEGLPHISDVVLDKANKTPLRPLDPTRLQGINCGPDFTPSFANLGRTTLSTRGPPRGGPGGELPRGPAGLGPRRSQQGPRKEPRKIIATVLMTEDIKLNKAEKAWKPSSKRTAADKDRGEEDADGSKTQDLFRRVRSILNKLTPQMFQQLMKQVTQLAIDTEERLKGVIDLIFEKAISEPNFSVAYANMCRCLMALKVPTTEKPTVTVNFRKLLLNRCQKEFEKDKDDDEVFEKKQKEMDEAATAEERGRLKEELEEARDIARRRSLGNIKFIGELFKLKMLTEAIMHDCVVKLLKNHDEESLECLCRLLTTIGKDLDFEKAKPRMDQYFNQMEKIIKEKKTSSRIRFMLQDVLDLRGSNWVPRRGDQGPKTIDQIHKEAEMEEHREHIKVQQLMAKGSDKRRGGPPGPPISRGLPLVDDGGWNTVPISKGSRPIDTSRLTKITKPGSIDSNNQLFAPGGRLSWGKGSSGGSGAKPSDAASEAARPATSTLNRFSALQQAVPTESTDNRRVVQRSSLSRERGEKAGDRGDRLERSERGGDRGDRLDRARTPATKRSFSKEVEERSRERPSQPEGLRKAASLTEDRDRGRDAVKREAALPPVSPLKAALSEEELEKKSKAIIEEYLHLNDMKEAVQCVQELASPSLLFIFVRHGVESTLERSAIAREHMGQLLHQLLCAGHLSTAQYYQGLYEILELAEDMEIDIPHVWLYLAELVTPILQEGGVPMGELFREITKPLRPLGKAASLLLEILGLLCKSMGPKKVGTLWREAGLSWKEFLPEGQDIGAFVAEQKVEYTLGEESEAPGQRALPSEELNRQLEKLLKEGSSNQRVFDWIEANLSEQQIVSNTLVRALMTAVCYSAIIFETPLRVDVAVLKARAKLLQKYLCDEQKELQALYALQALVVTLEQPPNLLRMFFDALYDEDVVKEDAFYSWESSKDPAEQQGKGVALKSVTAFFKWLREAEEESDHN
Thrombin inh – blocks human thrombin protease activity | hit rate 0.26% among 220,000 | P00734 | inhibition, % at 5 µM | alpha-thrombin, Boc-VPR-AMC fluorogenic substrate cleavage | AID 1046;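 active means inhibition at or above 40%; inactive means inhibition below 40%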;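 further: 0% = enzyme with no compound and 100% = wells without enzyme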
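Test system: human alpha-thrombin protein / Dosing: one concentration per compound, 5 µM, with 0.2% DMSO / Medium: pH 7.5 Tris-saline with Tween 20 / Benchmarks: no-compound enzyme wells and no-enzyme blanks / Read-out basis: percent inhibition of thrombin substrate cleavage / Timing: reaction at room temperature / Measured by: fluorescence, ex 355 nm, em 460 nm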
* marks the source's active call; other numbers are inactive results; x = no result given; [ ] = another dose, or the depositor's remark.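 How the source made its calls, unless noted: active means inhibition above about 30% (limit read from the data); inactive means the rest.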

SMILES | Cl transport mod | EBV gp42 inh | Furin inh | p47phox inh | Rad51 HR inh | KLK5 inh | 14-3-3 Bad inh | eIF4E 4G PPI | Thrombin inh
NC(=O)C1CCCN1 (stereo not drawn) | 1.2 | 3 | -26 | -1 | 3 | -4 | -5 | -1 | -5
O=S(=O)(Cc1ccc(Cl)cc1)CC(O)COCc1ccccc1 (stereo not drawn) | -1.4 | -3 | -5[20 µM] | -1 | -10 | 2 | 7[fluorescence artefact?] | -2[fluorescence artefact?] | -5
CCCCCCCCCCCCC(NC(C)=O)(C(=O)OCC)C(=O)OCC | 0.014 | 1 | 2 | 3 | -6 | -9 | -2 | -4 | -7
CC(C)CC(=O)Nc1ncc([N+](=O)[O-])s1 | 0.7 | -11 | -10 | -11 | 19 | 2 | 8 | -1 | -8
COc1cccc2c3c(c(C)nc12)CCN3c1ccccc1 | -0.81 | -1 | -1 | 3 | -2 | -2 | -3 | 2 | 1
O=C(NC1CC1)C1CCN(C2CCN(C(=O)CC3=CCCCC3)CC2)CC1 | -0.29 | -19 | -32 | -29 | 0 | -1 | 5 | 0 | -9
COc1cc(C(=O)OC(C)CN2CCN(C)CC2)cc(OC)c1OC (stereo not drawn) | x | 2 | -18 | 9 | 2 | -6 | 50[fluorescence artefact?] | -2 | -3
COc1ccc(C(=O)NCC(=O)OCC(=O)N(C)c2ccccc2)cc1 | -0.058 | -18 | -29 | -21 | 6 | 2 | -3 | -7 | 1
COCCNC(=O)C1(C)Oc2ccccc2NC1=O (stereo not drawn) | -0.55 | -16 | -35[20 µM] | -2 | 1 | -8 | 5 | -2[fluorescence artefact?] | 7
Cc1ccc(N2C(=O)c3ccc(C(=O)N4CCN(c5cccc(C)c5C)CC4)cc3C2=O)cc1 | -0.91 | -10 | -27[20 µM] | -15 | -2 | -3 | 1 | -4 | -9
CC(C)CNC(=O)C1CCCN1S(=O)(=O)c1ccc(Cl)cc1 (stereo not drawn) | 0.041 | -21 | -13[20 µM] | -7 | -2 | -19 | -2 | 0 | 5
COc1ccc2nc(SCC(=O)NCCc3ccccc3)[nH]c2c1 | -0.84 | -16 | -19 | -13 | x | -4 | 0 | 3 | -12
COc1ccc(-c2cc3nc[nH]c(=O)c3s2)cc1 | 0.031 | -9 | -39[20 µM] | 0 | -4 | -47 | 8 | -8 | -10
CCn1c(O)c(C#N)c(C)cc1=O | 0.19 | -11 | -19 | -18 | -14 | 4 | -16 | 0 | 0
Cc1ccsc1/C=N/NC(=O)c1sccc1C | 5.7* | -16 | -2[20 µM] | -1 | -7 | 1 | -3 | -2 | -7
COc1ccc(/C=N/NC(=O)CCN2CCCCC2c2cccnc2)cc1Cn1cc([N+](=O)[O-])cn1 (stereo not drawn) | -0.0085 | -8 | -17 | -17 | x | 1 | -8 | 2 | -7
CCn1c(C)nc2cc(S(=O)(=O)C(F)(F)C(F)C(F)(F)F)ccc21 (stereo not drawn) | 0.31 | -7 | -16 | -14 | x | 3 | -3[fluorescence artefact?] | 4 | -4
O=C(COC(=O)/C=C/c1ccco1)NCc1ccco1 | 0.33 | 14 | -3 | -15 | -16 | -3 | -4 | 24 | 1
COc1c2c(cc3oc(C)cc(=O)c13)OC(C(C)(C)OC1OC(CO)C(O)C(O)C1O)C2 (stereo not drawn) | 1.2 | -11 | -12 | -8 | 4 | -14 | -1[fluorescence artefact?] | -1[fluorescence artefact?] | 1
CCOc1ccc(NC(=O)c2ccc(CSc3nnnn3C)cc2)cc1 | 1.8 | -4 | -12 | 3 | -6 | -19 | -17[fluorescence artefact?] | -6 | -5

Shown with tabs: entries from further up.
SMILES	Cl transport mod	EBV gp42 inh	Furin inh	p47phox inh	Rad51 HR inh	KLK5 inh	14-3-3 Bad inh	eIF4E 4G PPI	Thrombin inh
O=S(=O)(Cc1ccc(Cl)cc1)CC(O)COCc1ccccc1 (stereo not drawn)	-1.4	-3	-5[20 µM]	-1	-10	2	7[fluorescence artefact?]	-2[fluorescence artefact?]	-5
CCCCCCCCCCCCC(NC(C)=O)(C(=O)OCC)C(=O)OCC	0.014	1	2	3	-6	-9	-2	-4	-7
CC(C)CC(=O)Nc1ncc([N+](=O)[O-])s1	0.7	-11	-10	-11	19	2	8	-1	-8
COc1cccc2c3c(c(C)nc12)CCN3c1ccccc1	-0.81	-1	-1	3	-2	-2	-3	2	1
O=C(NC1CC1)C1CCN(C2CCN(C(=O)CC3=CCCCC3)CC2)CC1	-0.29	-19	-32	-29	0	-1	5	0	-9

(cont.)
SMILES | Cl transport mod | EBV gp42 inh | Furin inh | p47phox inh | Rad51 HR inh | KLK5 inh | 14-3-3 Bad inh | eIF4E 4G PPI | Thrombin inh
CCC(=O)Nc1ccc(NC(=S)Nc2ccccc2)cc1 | -0.37 | 0 | -17 | -9 | -4 | -8 | -5 | 4 | -8
CC1CCN(C(=O)c2cc3ccccc3o2)CC1 | 0.96 | -4 | -18[20 µM] | -4 | -3 | -6 | -5 | -12 | 3
O=C(CCN1C(=O)c2cccc3cccc(c23)C1=O)NCc1ccco1 | x | -7 | -18 | -5 | 2 | -2 | -9 | 1 | -5
Cc1cccc(OCCCn2c(CCNC(=O)C(C)C)nc3ccccc32)c1 | -0.21 | -9 | -17[20 µM] | -6 | -1 | -5 | -9 | -4[fluorescence artefact?] | 4
COc1ccc(/C=N/NC(=O)c2[nH]c3ccc(Br)cc3c2-c2ccccc2)cc1 | 0.54 | -1 | -19 | 5 | -12 | 2 | 7[fluorescence artefact?] | -2 | 2
Cc1nnc(SCC(=O)NC(=O)Nc2ccc3c(c2)OCCO3)n1N | 0.3 | -10 | -17 | -3 | -14 | -4 | 4 | 2 | -4
NC(=S)N/N=C/c1coc2cc(Br)ccc2c1=O | x | -35 | 1 | -9 | 0 | -1 | -4 | -5 | -2
O=C(CC(c1ccccc1)c1cc(Cl)ccc1O)NCCN1CCOCC1 (stereo not drawn) | -0.027 | -17 | -5 | -1 | x | 2 | 7 | -10 | -2
COc1cccc(CN2CCNC(=O)C2CC(=O)N2CCOc3ccccc3C2)c1OC (stereo not drawn) | 1.1 | 3 | -17 | -11 | x | x | -5 | 1 | -11
Cn1c(N/N=C/c2c[nH]c3ccccc23)nc2ccccc21 | x | -10 | -2[20 µM] | -20 | 0 | -44 | -16[fluorescence artefact?] | -4[fluorescence artefact?] | -1
Cn1c(=O)[nH]c(=O)c2c1nc(N1CCOCC1)n2CC(O)COc1ccccc1 (stereo not drawn) | 0.27 | -18 | 6[20 µM] | -4 | -1 | -18 | 14 | 7 | -2
CCOc1c(O)ccc(/C=C2\SC(=S)NC2=O)c1[N+](=O)[O-] | -0.87 | -31 | -21 | -23 | 4 | 11 | 19 | 4 | -7
CCOc1ccc(N2C(=O)CN=C2Nc2ccccc2Cl)cc1 | -0.38 | -10 | -10[20 µM] | -10 | 5 | 7 | -1[fluorescence artefact?] | -4[fluorescence artefact?] | 0
COCCCNc1oc(COc2ccc(Cl)cc2Cl)nc1C#N | 0.026 | -12 | -9 | -11 | 1 | -7 | -2 | 2[fluorescence artefact?] | -1
CCCCN(Cc1ccccc1)C(=O)C1CCCN(S(=O)(=O)c2cnc[nH]2)C1 (stereo not drawn) | x | -2 | -17 | -10 | 9 | 0 | 4 | 2 | 0
CN(C)/C=C1\C(=O)N(c2ccc(Oc3ccccc3)cc2)CS1=O (stereo not drawn) | -0.18 | 6 | -12[20 µM] | 0 | -8 | 11 | -4 | -2 | -4
O=C(N/N=C/c1cccs1)c1ccc2c(c1)OCO2 | 1.1 | 6 | 2 | 1 | -4 | 2 | -2 | 3[fluorescence artefact?] | -6
COc1ccc(CCNC2=C(Cl)C(=O)N(Cc3ccccc3)C2=O)cc1OC | -1.7 | 6 | -12 | -13 | 9 | -17 | -4 | -7 | 3
Cc1cc(N2CCOCC2)nc(SCc2ccc(Cl)cc2Cl)n1 | x | -7 | -17[20 µM] | -17 | -4 | -1 | 15[fluorescence artefact?] | -5 | 2
CCN(CC)S(=O)(=O)c1cccc(C(=O)NC(C(=O)Nc2nnc(C)s2)C(C)C)c1 (stereo not drawn) | x | -17 | 4[20 µM] | -19 | -1 | -19 | 0 | 2 | 0
Cc1nc(/N=C(\N)NC(=O)NC2CCCCC2)nc2ccccc12 | -1.3 | -8 | -16 | -42 | 6 | -6 | 0 | -7 | -6
COc1cc2c(cc1OC)C(C(C)C)=NC(C)(C)C2 | 1.8 | -7 | -54[20 µM] | 9 | 0 | -59 | 6 | 4 | -1
Cc1nc(Nc2ccc(F)cc2)[nH]c(=O)c1CCC(C)C | -0.36 | 3 | -22[20 µM] | -12 | -1 | -15 | 13 | 1 | 3
O=S(=O)(NCC1CCCO1)c1cc(Br)c(Br)s1 (stereo not drawn) | -0.14 | -15 | -28 | 0 | -1 | -6 | -6 | -7[fluorescence artefact?] | -12
Fc1cccc(Cc2noc(CN3CCN(C4CCc5ccccc5C4)CC3)n2)c1 (stereo not drawn) | x | 2 | -14 | -6 | 18 | 5 | 5 | 3 | -10
O=C(CCn1c2c(c3ccccc31)CCCC2)NNC(=O)c1ccccc1C(=O)O | 1.2 | -13 | -17 | -2 | x | 1 | 7 | 4 | -12
COC(=O)c1sccc1N(C)S(C)(=O)=O | -0.25 | -6 | -14 | -9 | -5 | 4 | -5 | 2 | 0
Cc1ccc(S(=O)(=O)N2CCC(C(=O)N/N=C/c3ccccc3[N+](=O)[O-])CC2)cc1 | 1.5 | -10 | -28 | -9 | 19 | -3 | -5[fluorescence artefact?] | -7 | 3
Cc1cc(OCC(=O)c2ccc(Br)cc2)ccc1N1C(=O)CCC1=O | x | -10 | -16[20 µM] | -5 | -7 | -2 | 4[fluorescence artefact?] | 5[fluorescence artefact?] | -7
O=C(CNC(=O)c1ccc(-c2ccccc2)cc1)OCc1ccc(Cl)cc1 | 0.89 | 2 | -24 | -5 | x | -10 | -1 | -1[fluorescence artefact?] | -3
Cc1cc(Br)cnc1NC(=S)Nc1ccc(F)cc1F | 1.7 | -5 | -21 | -4 | x | x | -2 | 5 | -4
CCCCNC(=O)c1cccc(NC(=O)C(=O)c2ccccc2NC(C)=O)c1 | 0.22 | -8 | -5 | -8 | 29 | -2 | 4 | 0 | 2
COc1cc(S(=O)(=O)NC2CCCCC2)ccc1F | x | -18 | -15[20 µM] | -10 | -8 | 6 | 13[fluorescence artefact?] | -5[fluorescence artefact?] | -4
COc1ccccc1NS(=O)(=O)c1ccc(NC(=O)c2nc3ncccn3n2)cc1 | 0.031 | -8 | -17[20 µM] | -9 | -5 | -5 | 2 | 1 | -1
Cc1ccc(NCc2nnc(SCC(=O)Nc3ncc(C)s3)n2CC2CCCO2)c(C)c1 (stereo not drawn) | -0.74 | -6 | -15 | -6 | 5 | -7 | -9 | 2 | -2
COc1ccc(NC(=S)NN2CCOCC2)cc1OC | -0.26 | -20 | -12 | -15 | 1 | -3 | -10 | -6[fluorescence artefact?] | -10
Nc1cccc(C(=O)O)c1 | -0.012 | -12 | -19 | -5 | 10 | -15 | 0 | -1 | x
COc1cc(/C=C/C(=O)OCC(=O)N2CCc3ccccc3C2)ccc1O | -2.3 | -2 | -1 | -12 | 8 | -19 | -18 | 0 | -12
Cn1c(=O)c(=O)n(C)c2cc(S(=O)(=O)CCC(=O)N3CCOCC3)ccc21 | 0.52 | -2 | 3 | 3 | 4 | -11 | -10 | 0 | -2
COc1cc(OC)c(OC)cc1/C=N/NC(=S)NCCN1CCOCC1 | 0.64 | 1 | -7 | -3 | -8 | -5 | -5 | 2 | -6
